# HEK293 tox: cytotoxicity in counter-screen for GLP-1R inverse agonists; Potency, µM (series often up to 38.3 µM), for the others: top-dose activity change, negative = inhibition, actives largely listed as inhibitors; AID 624418; actives 0.13% (n = 410,000); HEK293 cAMP-luciferase reporter cells, luminescence, 24 h;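 further: loss of luciferase light is scored as toxicity; potency means the concentration at half of the fitted maximal effect; on the % scale 0 is the no-effect control and ±100 the full control effect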
#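 Step one: seed cells (200 cells/uL, DMEM with 10% Nu serum, 1% pen-strep). Step two: 12-hour incubation at 37 deg C. Step three: pin 23 nL compound, incubate 24 hr. Step four: add luciferase reagent, read luminescence 12 min later.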
# KB-V1 cytotox: kills drug-selected multidrug resistant KB-V1 cells | Potency, µM (doses to about 46.1 µM), for inactives: at the highest dose activity change, negative = cytotoxicity, hits mostly cytotoxic | AID 1347076 | actives 3.4% (n = 400,000) | KB-V1 MDR cells viability, CellTiter-Glo, 72 h; further: potency means the concentration at half of the fitted maximal effect; on the % scale 0 is the no-effect control and ±100 the full control effect; nearly all actives have a fitted effect of over 60% in size
#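 Readout: CellTiter-Glo luminescence, 10 min after addition. Cells: KB-V1 MDR subline, 72 h at 37 degrees C with compound. Analysis: corrected, normalized data fitted to concentration-effect curves.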
# D3 antag: D3 dopamine receptor (human) antagonism; D3R cells, DiscoveRx beta-arrestin luminescence, antagonist mode; stronger effect = lower value; max response, negative = inhibition, %; actives 2.5% (n = 360,000); AID 652054; in the data active means max response below about -50%; inconclusive means no clear call, values can overlap the other calls; further: on the % scale 0 is the no-effect control and ±100 the full control effect; mostly tested at two doses, the higher about 12 µM
#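 Cells plated overnight at 1500 cells/well, then exposed to library compounds with dopamine controls for 90 minutes at 37 degrees C. DiscoveRx reagent added for 30–60 minutes at room temperature; luminescence read, quantitative HTS format.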
# GLP-1R agonist: GLP-1 receptor (human) agonism | HEK293 GLP-1R CRE-luciferase, luminescence, 4-6 h; cells express a hypersensitive GLP-1R form | Potency, µM (doses to about 45.6 µM), for the others: at the top dose activation, actives largely listed as activators | actives 0.007% (n = 380,000); further: potency means the concentration at half of the fitted maximal effect; % of control where 0% means no effect
# Target sequence (P43220 whole entry, looked up): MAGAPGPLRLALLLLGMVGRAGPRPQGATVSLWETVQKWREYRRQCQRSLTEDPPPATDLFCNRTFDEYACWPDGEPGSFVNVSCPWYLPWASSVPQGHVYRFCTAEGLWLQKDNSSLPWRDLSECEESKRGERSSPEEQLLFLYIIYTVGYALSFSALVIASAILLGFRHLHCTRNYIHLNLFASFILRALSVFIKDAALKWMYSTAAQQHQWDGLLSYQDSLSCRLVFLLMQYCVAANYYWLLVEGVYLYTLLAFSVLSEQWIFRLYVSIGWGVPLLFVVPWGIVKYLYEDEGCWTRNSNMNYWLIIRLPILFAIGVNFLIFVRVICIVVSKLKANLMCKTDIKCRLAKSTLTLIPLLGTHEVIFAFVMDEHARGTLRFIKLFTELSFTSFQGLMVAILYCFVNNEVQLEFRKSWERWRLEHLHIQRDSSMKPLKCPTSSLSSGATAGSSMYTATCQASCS
# GLP1R inv ag: acts as inverse agonist at human GLP-1 receptor; P43220; actives 1.6% (n = 410,000); HEK293 GLP-1R CRE-luciferase, luminescence, 24 h; GLP-1R form is constitutively active; Potency, µM (highest dose often 38.3 µM), without a hit: top-dose activity change, negative = inhibition, actives largely listed as inhibitors; further: potency means the concentration at half of the fitted maximal effect; on the % scale 0 is the no-effect control and ±100 the full control effect; nearly all actives have a fitted effect of over 55% in size
#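 Using stably transfected HEK293 (constitutively active GLP-1R, cAMP-luciferase reporter), compounds were incubated 24 hr and luciferase measured by luminescence.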
# aSyn yeast inh: inhibitors of alpha-synuclein toxicity in yeast. Yeast expressing alpha-synuclein, growth rescue, BacTiter-Glo, 24 h. Potency, µM (series often up to 46.1 µM), for the others: at the highest dose growth rescue (activation), most hits filed as activators. actives 0.14% (n = 370,000); further: potency means the concentration at half of the fitted maximal effect; % of control where 0% means no effect; nearly all actives have a fitted effect of over 65% in size
#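 Rescue of yeast growth: cells expressing toxic alpha-synuclein, induced in galactose at OD600 0.02, incubated with compound 24 h at 30 C. ATP luminescence quantified growth; inhibitors of toxicity appear as activators.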
# TDP43 rescue: rescues yeast growth from TDP-43 toxicity; actives 1.8% (n = 410,000); TDP-43 expressing yeast growth rescue, BacTiter-Glo, 24 h; Potency, µM (doses to about 46.1 µM), for the others: at the highest dose growth rescue (activation), most hits filed as activators; further: potency means the concentration at half of the fitted maximal effect; % of control where 0% means no effect; nearly all actives have a fitted effect of over 50% in size
#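 Galactose-induced TDP-43 yeast, OD600=0.02, compound pinned; 24 hr, 30 deg C; BacTiter-Glo luminescence for growth. Inhibitors of TDP-43 toxicity read as activators.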
# D3 ag: D3 dopamine receptor (human) agonism. P35462. D3R DiscoveRx beta-arrestin cells, luminescence, 90 min. max activation, %. actives 0.58% (n = 410,000). AID 652048; in the data active means max activation above about 30%; further: 0% is about no effect; mostly tested at two doses, the higher about 12 µM
#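 Cells at 1500/well, incubated overnight, then treated with pinned compounds (dopamine as control) for 90 min at 37 degrees C. DiscoveRx reagent added for 30 - 60 minutes at room temperature; luminescence read.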
# PTHR1 ag: PTHR1 (human) receptor agonism | actives 0.075% (n = 410,000) | HEK293 GP2 PTHR1 cells, GloSensor cAMP luminescence, 1 h | Potency, µM (highest dose often 115 µM), for the others: at the highest dose activation, actives largely listed as activators; further: potency means the concentration at half of the fitted maximal effect; nearly all actives have a fitted effect of over 55% in size; some results filed as inactive show a strong effect at the top dose; inactives centre near -15; many of its hits are not listed in these tables
# Target sequence (Q03431 whole entry, looked up): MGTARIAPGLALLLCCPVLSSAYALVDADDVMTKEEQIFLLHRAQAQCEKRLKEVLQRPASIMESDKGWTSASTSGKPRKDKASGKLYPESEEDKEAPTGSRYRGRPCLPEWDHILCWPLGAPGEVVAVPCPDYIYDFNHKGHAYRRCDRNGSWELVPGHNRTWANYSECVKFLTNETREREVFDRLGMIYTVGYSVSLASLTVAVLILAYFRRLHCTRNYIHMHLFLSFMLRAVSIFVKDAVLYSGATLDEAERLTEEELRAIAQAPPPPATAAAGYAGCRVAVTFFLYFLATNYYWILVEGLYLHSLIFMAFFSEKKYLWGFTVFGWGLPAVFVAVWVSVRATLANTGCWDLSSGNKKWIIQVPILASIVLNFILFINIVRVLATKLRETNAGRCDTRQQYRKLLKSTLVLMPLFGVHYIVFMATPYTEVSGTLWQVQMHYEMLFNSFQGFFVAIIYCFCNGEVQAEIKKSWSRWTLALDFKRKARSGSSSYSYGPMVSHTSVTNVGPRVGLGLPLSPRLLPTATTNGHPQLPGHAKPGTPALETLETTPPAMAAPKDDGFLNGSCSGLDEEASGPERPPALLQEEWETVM
#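 HEK-293-derived GP2 cells expressing PTHR1 and a GloSensor cAMP reporter, 3,000/well, plated overnight, given luciferin plus IBMX (each 0.5 mM as added) for 1 h at 37 °C, then compound for 1 h at 37 °C. Luminescence was read after 15 min at room temperature.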
# Starred values were filed as active, the others as inactive; i = inactive; ? = inconclusive; / = not tested or not shown; & = joins results of further samples; [ ] = dose if it differs, or a comment. Unless noted, the call rests on the fitted dose curve; in most records, active means well fitted curve in the direction sought with a large enough effect; inconclusive means small, poorly fitted or top-dose-only effect, or another doubt; inactive means no such curve, though single readings can be large; an effect the other way counts as inactive or inconclusive. These rows are one share of the data (hit frequency here may not be typical).
SMILES,HEK293 tox,KB-V1 cytotox,D3 antag,GLP-1R agonist,GLP1R inv ag,aSyn yeast inh,TDP43 rescue,D3 ag,PTHR1 ag
CC(C)CNC(=O)c1ccccc1SCC(=O)NC12CC3CC(CC(C3)C1)C2,-10%,3%,-1,9%,-21%,-7%,?,0,i
COC(=O)c1ccccc1NC(=O)CS(=O)(=O)Cc1nc(-c2ccc(C)cc2)oc1C,4%,0%,19,7%,11%,6%,20%,2,0%
CN(c1ccccc1)S(=O)(=O)c1cccc(NC(=O)c2cc(=O)c3ccccc3o2)c1,-2%,?,123,-4%,1%,-5%,-8%,17,-23%
CC(Sc1nc(-c2ccccc2)cc(C(F)(F)F)n1)C(=O)NCCN1CCOCC1 (stereo not given),-8%,?,5,-4%,4%,1%,-11%,14,i
CCCn1nnc(NC(=O)c2ccc([N+](=O)[O-])cc2Cl)n1,-10%,20%,9,16%,7%,13%,-15%[0.397 µM],4,-5%
Cc1cccc(N(C)S(=O)(=O)c2ccc3[nH]cc(C(=O)N4CCOCC4)c(=O)c3c2)c1,-12%,?,20,-20%,10%,-6%,5%,-3,i
Cc1ccc(C2=NOC(=O)/C2=C\c2ccc(C)o2)cc1,22%,-3%,-19,-5%,-26%,-60%[inhibitor],-62%[inhibitor],-5,-26%
N#CC(Cc1cccc(CC(C#N)(c2ccccc2)c2ccccc2)c1)(c1ccccc1)c1ccccc1,4%,-7%,-14,-4%,-13%,-21%,?,-2,-8%
CCOc1ccc(C(=O)Nc2ccc(N3CCN(C)CC3)cc2)cc1,-13%,1%,-4,4%,-3%,-7%,14%,-1,i
Cc1ccc(NC(=O)c2ccc(=O)n(CC(=O)Nc3c(C)cc(C)cc3C)n2)cc1,-10%&5%,-3%,1,0%,-24%&6%,1%,0%&4%,-7&-6,-15%
COc1ccc(Nc2nc(C)cc(C)n2)cc1Cl,-3%,5%,5,15%,0%,-8%,-6%[1.82 µM],-9,i
COc1ccc(NC(=O)C2C3C=CC(C3)C2C(=O)O)cc1 (stereo not given),19%,-6%,-3,-4%,1%,-5%,-8%,2,-19%
CC(CCc1ccccc1)N1CCN(C)CC1 (stereo not given),5%,6%,?,-2%,-3%,-1%,12%,0,-1%
Cc1cccc(NC(=O)CSc2nc3c(oc4ccccc43)c(=O)n2-c2ccc(F)cc2)c1,0%,2%,/,/,-25%,/,14%,1,-5%
Cc1cc2oc(=O)cc(C)c2c(=O)o1,14%,?,38,-7%,-1%,-1%,4%,0,i
Nc1ccc(CC2SC(=O)NC2=O)cc1 (stereo not given),12%,20%,-18,2%,-4%,-6%,19%,1,i
Cc1cccc2sc(N(CCCN(C)C)C(=O)CN3C(=O)c4ccccc4C3=O)nc12,?,13%,-3,11%,16%,5%,9%,-13,6%
CCC1CCCCN1CC(=O)c1c(C)[nH]c2ccc(OC)cc12 (stereo not given),10%,20%,6,-4%,12%,6%,7%,14,i
Cc1cccc(C)c1NC(=O)COC(=O)/C=C/c1ccc(S(=O)(=O)N2CCOCC2)cc1,13%,28%,1,-2%,8%,-1%,6%,1,-6%
COc1cc(OC)cc(C(=O)Nc2ccc3c(c2)n(C)c(=O)c(=O)n3C)c1,1%,6%,/,/,9%,/,9%,4,i
CCc1ccc2[nH]c(=O)c(CN(Cc3ccc(OC)cc3)Cc3nnnn3CCOC)cc2c1,0%,-12%,15,16%,3%,8%,-9%,-3,i
COC(=O)C1=CN(c2ccc(Oc3ccccc3)cc2)C(N)=C(C#N)C1c1ccccc1 (stereo not given),-3%,?,3,/,?,0%,1%,9,-53%[inhibitor]
Cn1c(SCc2nc(-c3ccc(Br)cc3)no2)nnc1-c1ccco1,-10%,?,23,8%,-23%,3%,0%,6,-4%[57.5 µM]
COCCOC(=O)c1c(C)oc2ccc(NS(=O)(=O)c3cccs3)cc12,-4%,-13%,12,13%,1%,8%,-6%,17,i
Cc1ccc(S(N)(=O)=O)cc1NC(=O)C1CC2CCC1C2 (stereo not given),-10%,-11%,-5,-4%,0%,-2%,-23%,-6,i
Cn1c(SCc2ccc(F)cc2)nc2ccc(C(=O)NCc3ccccc3)cc21,10%,?,/,/,-25%,/,-9%,-16,-88%[inhibitor]
Cc1ccc2c(c1)N(C(=O)NCc1ccccc1)CCO2,14%,0%,/,/,4%,/,18µM*,-11,i
CCOC(=O)[C@]12CCC=C1N(Cc1ccc3c(c1)OCO3)C(=O)[C@H](CC(=O)N1CCSCC1)C2,2%,0%,6,-6%,-18%,-1%,2%,3,-7%
CN=c1scc(-c2ccc([N+](=O)[O-])cc2)n1/N=C/c1ccco1,2%,-18%,9,4%,14%,-10%,11%,6,-13%
Cc1ccc(CNC(=O)C2CCN(S(=O)(=O)c3c(C)noc3C)CC2)cc1,-12%,-5%,0,-8%,-19%,0%,0%,6,-3%
COc1ccccc1-c1cc2nc(-c3ccccc3)cc(N3CCN(C(=O)c4ccoc4)CC3)n2n1,1%,9.2µM*,48,-1%,?,-5%,?,20,-59%[inhibitor]
CSc1cccc(NC(=O)CCS(=O)(=O)c2cccc3nonc23)c1,12%,0%,3,7%,18%,9%,0%,1,-4%
CCOC(=O)CCCNC(=O)CSc1nnc(-c2ccccc2)c(-c2ccccc2)n1,-5%,-14%,3,10%,-19%,-10%,-6%,6,-1%
CC(OC(=O)c1ccc(Cl)c(S(=O)(=O)N2CCc3ccccc32)c1)C(=O)Nc1ncc(Cl)cc1Cl (stereo not given),-7%,-16%,-18,-3%,-8%,-4%,-8%,2,-7%
N#CCCn1cc(C(=O)Nc2ccc(C(=O)O)cc2)c(-c2cccc(Br)c2)n1,-1%,?,17,5%,16%,4%,19%,-5,-2%
Cc1cc(C)c2oc(C(=O)N(Cc3cccs3)C3CCS(=O)(=O)C3)cc(=O)c2c1 (stereo not given),1%,-21%,-14,9%,100%[activator],-3%,-10%,-14,i
COc1ccc(C(=O)OCc2nnc(-c3ccccc3)o2)cc1S(=O)(=O)N1CCOCC1,-3%,0%,7,14%,55%[activator],3%,-1%,-3,i
CN(CCC#N)Cc1cc(=O)oc2ccc3ccccc3c12,0%,5%,44,16%,-14%,24%,-1%,-6,-11%
COc1ccc(OC)c(C2/C(=C(/O)c3cnn(-c4ccccc4)c3C)C(=O)C(=O)N2CCN(C)C)c1 (stereo not given),4%,5%,9,0%,4%,1%,-12%,8,-1%
CC(=O)c1ccc(NC(=O)CN2CCN(c3ccccc3)CC2)cc1,-3%,?,-20,2%,7%,4%,8%,22,-17%
NC(=O)C1CCN(C(=O)c2ccc(Cl)c(S(=O)(=O)NCc3ccco3)c2)CC1,5%,14%,8,-1%,9%,-1%,10%,2,21%
O=C(CN1C(=O)NC2(CCCCC2)C1=O)Nc1ccc(Cl)c(S(=O)(=O)N2CCOCC2)c1,0%,?,8,-3%,16%,6%,1%,4,-15%
CN(C)C(=O)C[C@@H]1C=C[C@@H](NC(=O)C2CCC2)[C@@H](CO)O1,3%,5%,3,/,23%,0%,25%,3,0%
CSC1=NCCN1C(=O)c1ccc2c(c1)OCO2,3%,12%,-11,4%,25%,1%,-1%,2,i
Cc1nc(-c2ccccn2)nc(N2CCOCC2)c1Cl,?,-7%,-5,30%,16%,0%,-19%,0,i

# Record cards, from the list above.
# CC(OC(=O)c1ccc(Cl)c(S(=O)(=O)N2CCc3ccccc32)c1)C(=O)Nc1ncc(Cl)cc1Cl (stereo not given) as listed: HEK293 tox = -7%; KB-V1 cytotox = -16%; D3 antag = -18; GLP-1R agonist = -3%; GLP1R inv ag = -8%; aSyn yeast inh = -4%; TDP43 rescue = -8%; D3 ag = 2; PTHR1 ag = -7%
# CSC1=NCCN1C(=O)c1ccc2c(c1)OCO2 as listed: HEK293 tox = 3%; KB-V1 cytotox = 12%; D3 antag = -11; GLP-1R agonist = 4%; GLP1R inv ag = 25%; aSyn yeast inh = 1%; TDP43 rescue = -1%; D3 ag = 2; PTHR1 ag = i

# Next compounds follow:
SMILES,HEK293 tox,KB-V1 cytotox,D3 antag,GLP-1R agonist,GLP1R inv ag,aSyn yeast inh,TDP43 rescue,D3 ag,PTHR1 ag
COc1ccc(C)cc1S(=O)(=O)Nc1ccc2c(c1)OCO2,-3%,-19%,3,7%,11%,5%,18%,5,i
COc1ccc(CNCc2c(C(=O)O)c(C)n(Cc3ccc(Cl)cc3)c2C)c(OC)c1,-13%,-8%,/,/,1%,/,-6%,-13,-14%
C[C@@H]1CN([C@H](C)CO)S(=O)(=O)c2ccc(Br)cc2O[C@@H]1CN(C)C(=O)NC1CCCC1,3%,-25%,-25,-3%,12%,-2%,-21%,-10,-5%
O=C(CCC1N=C2c3ccccc3N=C(SCC(=O)Nc3ccccc3F)N2C1=O)NCc1cccs1 (stereo not given),0%,21%,/,/,17%,/,10%,6,-7%
O=C(CN1c2cccc3cccc(c23)S1(=O)=O)NCCc1ccc(F)cc1,15%,17%,-10,3%,8%,5%,9%,2,i
COCCN(C(=O)COC(=O)CSc1ccccc1)c1c(N)n(Cc2ccccc2)c(=O)[nH]c1=O,0%,11%,0,7%,23%,1%,-9%,-2,-2%
CCc1ccc(NC(=O)C2C3C=CC(C4CC34)C2C(=O)O)cc1 (stereo not given),10%,-12%,-3,-1%,?,9%,?,-1,-8%
Cc1ccc(-c2onc(C)c2C)cc1S(=O)(=O)Nc1ccc(Cl)cn1,-2%,/,/,/,-3%,/,-3%,-23,-40%[inhibitor]
CN(C)CCNC(=O)c1cccc(-c2cnc3c(NC=O)cc(-c4cc(F)c(F)c(F)c4)cn23)c1,0%,-3%,6,-4%,-10%,2%,0%,2,-3%
Clc1ccc(-c2cc3nc(NCc4cccc(Cl)c4)ccn3n2)cc1,50%[activator],0%,-16,2%,?,-42%[inhibitor],35µM*,3,-38%[inhibitor]
